PKA-R2B act: activates the human PKA-R2B holoenzyme complex; P22694+P31323; PKA-R2B holoenzyme dissociation, Cy5-IP20 fluorescence polarization; R2B truncated from residue 108, S112A mutant; 0% DMSO only, 100% 113 µM cGMP; activation, % at 11.4 µM; 340,000 compounds, 0.079% hits;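 active = activation above a cutoff set at the mean over all compounds plus 3 SD, cut at about 18% in these data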;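 note: higher means more holoenzyme dissociation and a rise in polarization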
MITF TRPM1 HTS: increases MITF-driven TRPM1 promoter luciferase signal; SK-MEL-5 TRPM1-promoter luciferase, 24 h; % of positive control, neutral wells = 0; activation, % at 12.5 µM; 300,000 compounds, 0.75% hits;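 active = mean activation of at least 80% with every replicate also reaching 80%; inconclusive = mean reaches 80% but some replicate falls short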;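 note: 0% = neutral control wells and 100% = parthenolide positive control wells; values of inactives mirror those of a sister screen read the other way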
Arrestin-AP2 inh: inhibitors of human beta-arrestin and AP2 interaction | FITC-arrestin peptide / GST-AP2 beads, flow cytometry; AP2 beta2 appendage carries R879A mutation | inhibition, % at 10 µM | 340,000 compounds, 0.31% hits;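 active = inhibition above a set limit, near 3 SD of compounds lacking own fluorescence, cut at about 54% in these data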;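 note: plate controls were DMSO wells for no effect and 5 µM unlabelled arrestin peptide for full effect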
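Test system: GST-tagged AP2 beta2-adaptin appendage (R879A) on 4 µm glutathione beads; also added: fluorescein-tagged arrestin peptide at 50 nM final; timing: 12 min plus 1 h, RT; signal: flow cytometry, FL1 (488/535 nm); read-out: percent drop in bead-associated FITC signal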
dFosB act: activators of mouse delta FosB homodimer; P13346; purified delta FosB, TAMRA-CDK5 oligo fluorescence polarization; percent of positive-control signal above neutral wells; activation, % at 25 µM; 340,000 compounds, 0.99% hits;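 active = mean activation above about 17%, with every replicate also reaching it, limit read from the data, passing the limit was not always enough; inconclusive = only one of the two conditions met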;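 note: fluorescence polarization rise as delta FosB binds a TAMRA Cdk5 AP-1 oligo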
Target sequence (P13346 whole entry, looked up): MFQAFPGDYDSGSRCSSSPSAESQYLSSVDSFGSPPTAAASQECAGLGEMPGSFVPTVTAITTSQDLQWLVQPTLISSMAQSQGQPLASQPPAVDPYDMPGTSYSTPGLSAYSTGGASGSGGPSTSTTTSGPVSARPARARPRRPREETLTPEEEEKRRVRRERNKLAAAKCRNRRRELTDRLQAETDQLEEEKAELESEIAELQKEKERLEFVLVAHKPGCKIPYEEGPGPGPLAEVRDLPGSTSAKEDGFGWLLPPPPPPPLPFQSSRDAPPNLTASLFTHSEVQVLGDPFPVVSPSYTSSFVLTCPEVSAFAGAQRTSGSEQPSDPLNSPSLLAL
SR-BI DiI inh: blocks mouse SR-BI lipid uptake from DiI-HDL. Q61009. ldlA[mSR-BI] CHO cells, DiI-HDL uptake fluorescence, 3 h. inhibition, % at 12.5 µM. 320,000 compounds, 0.96% hits;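 active = mean replicate inhibition of at least 70% and a set share of replicates each scoring 70 or more; inconclusive = meets just one of the two criteria; inactive = fails both criteria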;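 note: 0% = median of neutral control wells and 100% = median of positive control wells; values of inactives mirror those of a sister screen read the other way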
Target sequence (Q61009 whole entry, looked up): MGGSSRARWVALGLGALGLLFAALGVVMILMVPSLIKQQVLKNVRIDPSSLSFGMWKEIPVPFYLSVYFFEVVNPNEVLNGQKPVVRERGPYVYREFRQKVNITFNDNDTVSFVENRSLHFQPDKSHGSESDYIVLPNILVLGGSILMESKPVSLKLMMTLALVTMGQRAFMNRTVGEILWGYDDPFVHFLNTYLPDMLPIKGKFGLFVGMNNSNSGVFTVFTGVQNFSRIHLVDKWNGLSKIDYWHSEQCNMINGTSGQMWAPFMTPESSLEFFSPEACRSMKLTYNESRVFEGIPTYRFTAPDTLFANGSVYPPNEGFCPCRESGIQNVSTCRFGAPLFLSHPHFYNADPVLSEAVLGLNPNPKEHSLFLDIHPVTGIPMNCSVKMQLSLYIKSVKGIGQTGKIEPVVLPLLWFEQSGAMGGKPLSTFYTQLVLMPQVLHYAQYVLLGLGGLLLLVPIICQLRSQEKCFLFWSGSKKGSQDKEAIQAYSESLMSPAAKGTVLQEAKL
NSD2 inh: NSD2 (human) methyltransferase inhibition. O96028. NSD2 peptide methylation, AlphaScreen, 120 min. inhibition, % at 12.5 µM. 310,000 compounds, 0.54% hits. AID 743445; in the data active = inhibition above about 50%
SUMO Mot1 rescue: inhibitors of SUMOylation pathway: yeast Mot1-301 growth rescue. S. cerevisiae Mot1-301 growth rescue, ATP luminescence, 38.5C; percent above DMSO median, 100 means doubled. growth rescue, % at 18.8 µM. 320,000 compounds, 1% hits;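 active = every valid replicate shows activation above 250% relative to neutral control wells; inactive = the rest, any valid replicate at or below 250%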;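 note: OY570 slx delta 5 strain wells were the positive control but not used for scaling; some compounds called inactive have numbers as strong as hits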
DSG3 Ab inh: inhibitors of pemphigus antibody binding to human desmoglein-3; P32926; 310,000 compounds, 0.48% hits; binding (percent of control), % at 10 µM; DSG3-coupled beads, scFv-anti-DSG3-GFP binding, flow cytometry; hits give low values;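 active = binding more than 3 SD below its plate's average and above zero; inconclusive = below that plate limit but binding exactly zero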;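 note: hits lower antibody fragment binding to DSG3; some compounds called inactive have numbers as strong as hits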
SR-BI DiI-HDL act: enhances SR-BI lipid uptake from DiI-HDL | CHO ldlA[mSR-BI] cells, DiI-HDL uptake fluorescence, 3 h; 100 = double the neutral-control signal | activation, % at 12.5 µM | 320,000 compounds, 0.096% hits | AID 504775;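 active = mean replicate activation of at least 60% and every replicate at or above 60%; inconclusive = mean or all-replicate condition met, but not both; inactive = mean below 60% and not all replicates reaching 60%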;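 note: 0% = median plate neutral-control signal and 100% = twice that signal; values of inactives mirror those of a sister screen read the other way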
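system = CHO ldlA[mSR-BI] cells, LDL receptor-null, SR-BI overexpressing | medium = Ham's F12 with 0.5% BSA, HEPES 25 mM, pH 7.4 | probe or stimulus = DiI-HDL 10 µg/mL | compound dosing = single-point compound dose | incubation = compound exposure 3 h, 37 °C | technique = DiI fluorescence, bottom read | read-out = cell-associated DiI fluorescence as measure of HDL uptake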
PKA-R1A act: activators of PKA-R1A complex; P00514+P68181; 340,000 compounds, 0.083% hits; PKA-R1A dissociation, Cy5-IP20 fluorescence polarization; scaled: DMSO 0%, 113 µM cGMP 100%; activation, % at 11.4 µM;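 active = percent activation above the mean of all tested compounds plus 3 SD, cut at about 19% in these data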;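 note: higher means more PKAc released from R1A so a rise in polarization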
CDK5 inh: inhibitors of human CDK5/p35 kinase; Recombinant CDK5/p35, ADP-Glo luminescence, 60 min; Q00535+Q15078; 330,000 compounds, 0.01% hits; inhibition, % at 10 µM;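 active = highest replicate inhibition of at least 50% and at least 75% of replicates reaching 50%; inconclusive = only one of the two criteria met; inactive = both criteria failed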;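 note: plate controls were DMSO neutral control for no effect and GW8510 at 10 µM for full effect; many of its hits are not listed in these tables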
Active calls of the source: *; ? = inconclusive; nt = not tested or not shown.

SMILES	PKA-R2B act	MITF TRPM1 HTS	Arrestin-AP2 inh	dFosB act	SR-BI DiI inh	NSD2 inh	SUMO Mot1 rescue	DSG3 Ab inh	SR-BI DiI-HDL act	PKA-R1A act	CDK5 inh
Nc1nc(N)c(C=Nc2ccc(Br)cc2)c(Nc2ccc(Br)cc2)n1	3	-7	3	108*	-2	1	-18	83	2	-12	1.3
Cc1ccc(S(=O)(=O)N2CCN(C(=O)COC(=O)CNC(=O)c3ccc(Cl)cc3Cl)CC2)c(C)c1	-13	1	1	4	7	-2	nt	98	-7	-9	0.6
CC(C)C(NC(=O)c1ccccc1NC(=O)c1ccco1)C(=O)NNC(=O)c1ccncc1 (configuration not stated)	0	2	-8	-1	-27	-2	-2	121	27	-12	0.6
CCCn1c(NC(=O)CCS(=O)(=O)c2ccc(C)cc2)nc2ccccc21	-8	-6	1	-10	-4	3	-4	162	4	-6	-2.5
CC(=Nc1ccccc1)c1sc2ccccc2c1O	-6	50	9	-7	6	-15	-12	124	-6	-10	-1.0
CCS(=O)(=O)Nc1cccc(C2=NN(S(=O)(=O)CC)C(c3ccccc3)C2)c1 (configuration not stated)	1	13	2	-3	-4	2	4	134	4	-6	-0.5
COc1ccccc1CCC(=O)N(Cc1ccccc1)c1c(N)n(Cc2ccccc2)c(=O)[nH]c1=O	-9	3	-16	2	26	-2	2	102	-26	-12	1.5
CCn1c(SCC(=O)Nc2nonc2C)nnc1-c1ccoc1C	5	2	1	1	-3	-5	8	97	3	-5	-3.3
CC1=NC(Nc2nc(C)c3ccccc3n2)=NC(C)(C)C1	-7	-20	-2	?	25	11	20	115	-25	-1	-0.6
Cc1ccc(NC(=S)NCCc2c[nH]c3ccccc23)cc1	4	2	-42	-3	48	4	8	102	nt	-4	-0.7
Cc1c(OCC(=O)NC2CC(C)(C)NC(C)(C)C2)ccc2c3c(c(=O)oc12)CCC3	-3	-1	5	-29	-5	3	2	128	5	-5	-0.8
O=S(=O)(NC(=NCCc1ccc(Cl)cc1)c1ccccc1Cl)c1cccs1	-12	-4	4	-4	8	-3	-13	100	-8	-3	1.4
Nc1ccccc1SCc1c(Cl)cccc1Cl	-2	-9	0	-3	11	-1	14	108	-11	-5	-2.4
CC1(C)SC2c3ccccc3C(=O)N2[C@@H]1C(=O)NCCCN1CCOCC1 (some centres not stated)	8	-1	14	2	-46	-2	-5	100	46	-11	0.8
O=[N+]([O-])c1ccc(N2CCN(CCO)CC2)cc1Sc1nc2ccccc2[nH]1	-3	-6	6	-3	-27	26	50	105	27	-10	1.1
Cn1cccc1C(=O)OCC(=O)NC(=O)c1ccc(Cl)cc1	5	1	2	7	-24	-1	17	98	23	-7	0.5
Oc1ccccc1O	1	-6	1	1	11	nt	-12	117	-11	-4	-5.8
CN(C)c1cc[n+](CC(=O)Nc2c(Cl)cc(Cl)cc2Cl)cc1	7	-17	34	-15	-3	-2	-3	96	3	-2	0.6
O=C(COC(=O)CNS(=O)(=O)c1ccc2ccccc2c1)Nc1ccccc1Sc1ccccc1	-10	10	4	-12	-7	-4	336	98	7	-1	-0.1
CCc1nn2c(=O)c(S(=O)(=O)Nc3ccccc3)c(C)nc2s1	6	0	4	0	-37	-5	-4	91	37	-4	-1.0
CC(=O)c1ccc(NC(=O)Nc2ccc3c(c2)N(C)C(=O)CS3)cc1	-4	nt	20	-9	23	11	nt	99	-23	-16	-0.6
Cc1ccc(OCC(=O)Nc2ccccc2C(=O)NC2CC2)cc1C	-3	1	28	37*	4	-3	-14	104	-4	2	0.5
CCOC(=O)c1c(NC(=O)c2ccccc2N(C)S(=O)(=O)c2ccccc2)sc2c1CCCC2	-11	-19	6	-2	29	-1	-18	100	-29	-6	1.2
CCOCCc1nn2c(=O)cc(CSCC(=O)Nc3ccc(OC)cc3)nc2s1	-3	7	-12	-14	-12	0	63	nt	12	2	1.5
CSc1ccc(/C=C(\C(=O)O)c2ccc(S(=O)(=O)N3CCCC3)s2)cc1	1	-4	28	-8	-13	26	-2	nt	13	-1	0.7
CCC(C)CCN1CCN=C1N(C)C (configuration not stated)	3	3	8	1	-10	nt	-26	102	10	-2	-0.8
O=C1CSC(=Nc2ccc(F)cc2)N1	-8	6	5	-6	-9	-2	-1	86	9	-8	1.0
O=C(CSc1ccc(Br)cc1)Nc1ccccc1Oc1ccccc1	-6	-2	11	-7	-1	0	69	98	1	4	3.2
Cc1ccc(NC(=O)COC(=O)C(NS(=O)(=O)c2ccc(Cl)cc2)C(C)O)c(Br)c1 (configuration not stated)	-5	-6	-7	-10	19	5	50	53*	-19	13	-1.0
O=C(CS(=O)c1ccc(Br)cc1)N1CCOCC1 (configuration not stated)	-7	-13	7	8	-2	36	-2	104	2	-1	1.0
COc1ccc(CCNC(=O)Cn2cnc3ccccc3c2=O)cc1OC	4	12	8	3	4	-2	26	102	-4	-9	-0.2
CC(C)C(NC(=O)c1ccccc1)c1nnc(SCC(=O)NC2CCCC2)n1C (configuration not stated)	13	-1	28	-7	nt	-2	24	nt	nt	0	0.3
CCOC(=O)N1CCN(S(=O)(=O)c2c(C)nc3scc(C)n3c2=O)CC1	8	-14	-4	-3	-9	2	-3	97	9	-3	nt
Cn1c(=O)c2c(nc(SCC(=O)Nc3ccccc3N3CCCCC3)n2C)n(C)c1=O	3	-7	-32	-1	4	2	-17	107	-4	6	1.0
Cc1ccc(S(=O)(=O)NCC(=O)OCC(=O)NCc2cccs2)cc1	-8	-5	6	-6	-12	0	-13	107	12	5	-1.6
COc1cc(OC)cc(-c2c(C#Cc3ccsc3)c3cc(-c4ccc(SC)cc4)ccc3n2C)c1	-4	7	2	-2	25	nt	-10	101	-25	-2	-0.4
COc1ccc(CCNC(=O)C(=O)NCC2OCCN2S(=O)(=O)c2ccc(Br)cc2)cc1 (configuration not stated)	6	12	4	-2	-8	-1	nt	97	8	5	0.7
O=S(=O)(c1ccc(Cl)cc1Br)N1CCCCC1	-6	6	-5	-2	9	-8	-6	103	-9	-14	1.3
Cc1ccc(N2C(=O)C3ON(c4ccccc4)C(c4ccncc4)C3C2=O)cc1 (configuration not stated)	20*	5	-4	5	-24	0	-1	98	24	3	-0.9
CC1CCN(CC(=O)c2c[nH]c3ccccc23)CC1	-5	4	-12	-1	-8	1	-5	165	8	1	-1.1
COc1ccc(OC)c(CN2CCN(C(=O)c3cccc(S(=O)(=O)Nc4ccc(F)cc4)c3)CC2)c1	-5	3	2	-14	64	4	nt	nt	-64	-5	-0.6
COc1cccc(-c2sc3ccccc3c2-c2ccc(OCCN3CCCC3)cc2)c1	1	1	-1	6	34	nt	59	116	-34	-13	2.6
Cc1ccnc2nc(C(=O)Nc3ccc(S(=O)(=O)N4CCCC4)cc3)nn12	-4	0	-4	0	4	0	-7	101	-4	-7	-0.1
CC(C)N(CCO)C(=O)CCc1nnc(CCCc2ccccc2)o1	-10	-1	7	9	-14	-1	-5	100	14	1	-0.9
CC(C)C(NC(=O)C1CCCCC1)C(=O)Nc1ccc2c(c1)OCCO2 (configuration not stated)	-5	nt	5	-5	nt	1	3	nt	nt	-6	-0.8
CC1=C(C(=O)OCc2ccccc2)C(c2cccnc2)n2ncnc2N1 (configuration not stated)	7	-8	6	-2	6	-1	3	105	-6	-3	0.7
O=C(COC(=O)c1ccccc1N1C(=O)C2C3CCC(C3)C2C1=O)c1ccccc1 (configuration not stated)	-8	15	4	1	-4	-1	-12	97	4	-9	-0.2
CCCc1cc(=O)oc2cc(C)cc(OCc3nn[nH]n3)c12	4	2	0	-5	-31	3	13	105	31	11	1.2
COc1ccc2sc(N(CCCN(C)C)C(=O)c3ccc(C(=O)c4ccccc4)cc3)nc2c1	-12	12	0	22*	2	10	-4	98	-2	0	0.6
COc1ccc(S(=O)(=O)NC2CCCCC2)cc1F	2	-4	-3	1	-25	-3	-7	104	25	-4	1.6
Cc1cc(C)c(NS(=O)(=O)c2c(C(=O)N3CCOCC3)c(C)n(C)c2C)c(C)c1	-8	-5	-5	1	-15	-1	-11	104	15	-1	1.0
COc1ccc(CCN2CC34C=CC(O3)C(C(=O)NCc3ccccc3Cl)C4C2=O)cc1OC (configuration not stated)	-4	-2	0	-7	17	2	3	nt	-17	1	1.0
CC1CCN(C(=O)C(C)Sc2nc(-c3ccccc3)cc(C(F)(F)F)n2)CC1 (configuration not stated)	1	-21	6	0	87*	-8	-30	112	-87	-5	-0.7
CN(C)S(=O)(=O)c1ccc(NC(=O)CSc2nnc(-c3ccco3)o2)cc1	9	-1	14	-11	-11	-3	-1	nt	11	-4	-0.5
CCOc1ccc(NC(=O)C(c2ccccn2)N(C(=O)CCl)c2ccc(OC)cc2)cc1 (configuration not stated)	-1	-5	-7	1	-19	12	-7	103	19	-3	1.0
S=c1[nH]nc(-c2cc(-c3ccccc3)n[nH]2)n1/N=C/c1ccc(Br)s1	5	nt	-16	1	nt	3	7	nt	nt	-5	2.2
CN(C)CCCN(C(=O)c1ccc(S(=O)(=O)N(C)Cc2ccccc2)cc1)c1nc2c(F)cccc2s1	-5	9	47	3	-19	0	1	104	19	-13	0.8
COc1ccccc1-n1c(SCC(=O)N(C)C)nnc1-c1ccco1	0	nt	44	1	-29	1	nt	116	29	3	1.5
Cc1ccc(OCCC(=O)Nc2c(C)n(C)n(-c3ccccc3)c2=O)cc1	3	-2	0	0	-6	1	10	103	6	7	-0.1

Source: PubChem (several laboratories)
